Screening results (PubChem BioAssay)
NR2F2 inh = blocks human COUP-TFII nuclear receptor; P24468; HEK293T NGFI-A luciferase reporter, luminescence; inhibition, % at 8.6 µM; 370,000 compounds, 0.7% hits; AID 686940;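 active = inhibition above a per-plate cutoff, mean inhibition of test wells between control levels plus 3 SD, cut at about 38% in these data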;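 note: cells cotransfected with COUP-TFII expression vector driving the NGFI-A reporter; 0% = median of COUP-TF2 test wells and 100% = reporter-only cells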
NCOA2 inhibitor = inhibits human steroid receptor coactivator 2. Q15596. 370,000 compounds, 0.17% hits. HEK293 GAL4-SRC2 luciferase reporter, luminescence. inhibition, % at 9 µM;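 active = inhibition above the mean inhibition of all tested compounds plus 3 SD, set per campaign, cut at about 52% in these data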;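 note: 0% = DMSO treated cells and 100% = cells given Gossypol at 36 µM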
SRC1 inh = human NCOA1 inhibition. HEK293 GAL4-SRC1 luciferase reporter, luminescence. inhibition, % at 3.6 µM. 360,000 compounds, 0.12% hits. Q15788. AID 588354;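 active = inhibition above the campaign mean plus 3 SD, with each screening campaign given its own cutoff, cut at about 60% in these data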;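 note: 0% = DMSO treated cells and 100% = gossypol at 36 µM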
C8 TRAIL sens = sensitizes caspase-8 expressing cells to TRAIL. 360,000 compounds, 1% hits. inhibition (viability loss, TRAIL sensitization), % at 10 µM. NB7+C8 cells + TRAIL, ATPlite viability luminescence. AID 624354;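 active = compounds causing at least 50% loss of cell viability in the single-dose screen, relative to plate controls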
TWEAK-Fn14 inh = blocks TWEAK-Fn14 interaction in a reporter cell assay; TWEAK-stimulated Fn14 reporter cells, luciferase luminescence, 8 h; inhibition, % at 10 µM; 360,000 compounds, 2% hits; in the data active = inhibition above about 50%
SRC3 inh = inhibitors of human steroid receptor coactivator 3 (SRC3); inhibition, % at 3.6 µM; Q9Y6Q9; AID 588352; 360,000 compounds, 0.17% hits; HEK293 GAL4-SRC3 luciferase reporter, luminescence;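 active = inhibition above a per-campaign cutoff, the mean of all compounds plus 3 SD, cut at about 60% in these data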;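 note: 0% = DMSO-treated cells and 100% = gossypol-treated cells at 36 µM; higher means less SRC3-driven luciferase light from the GAL4 reporter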
TROY NFkB inh = TROY signaling inhibition. AID 1347056. 360,000 compounds, 0.98% hits. inhibition, % at 10 µM. Q293 LMP1-TROYcd NF-kB luciferase reporter, 4 h;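 active = compounds whose plate-normalised and pattern-corrected inhibition of the luciferase reporter signal at the single screening dose is 50% or more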
NOD2-RIPK2 inh = inhibitors of human NOD2-RIPK2 interaction; CHO BLA complementation NOD2-RIPK2, CCF4 ratio; 360,000 compounds, 0.38% hits; O43353; inhibition, % at 4.98 µM; AID 624267; in the data active = inhibition above about 21%;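 note: 0% = vehicle only and 100% = reference blocker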
Target sequence (O43353 whole entry, looked up): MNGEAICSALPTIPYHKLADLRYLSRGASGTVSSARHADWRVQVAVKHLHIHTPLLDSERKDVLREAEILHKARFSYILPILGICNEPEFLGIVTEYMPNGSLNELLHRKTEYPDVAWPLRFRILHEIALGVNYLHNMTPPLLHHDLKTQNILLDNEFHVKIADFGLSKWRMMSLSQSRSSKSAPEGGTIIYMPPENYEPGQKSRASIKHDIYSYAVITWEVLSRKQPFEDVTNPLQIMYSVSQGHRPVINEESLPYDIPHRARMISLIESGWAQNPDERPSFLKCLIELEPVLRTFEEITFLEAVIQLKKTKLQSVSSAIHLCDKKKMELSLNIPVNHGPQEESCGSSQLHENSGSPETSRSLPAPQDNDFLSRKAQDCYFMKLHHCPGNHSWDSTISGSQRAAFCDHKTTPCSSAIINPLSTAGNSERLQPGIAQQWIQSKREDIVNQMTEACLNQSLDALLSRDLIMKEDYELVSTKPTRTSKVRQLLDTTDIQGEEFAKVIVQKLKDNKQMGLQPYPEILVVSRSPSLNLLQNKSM
NR5A2 inv ag = NR5A2 inverse agonism in reporter assay; O00482; HEK293T StAR-luciferase reporter, LRH-1 transfected, 24 h; inhibition, % at 3.6 µM; 360,000 compounds, 0.13% hits;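 active = inhibition above the mean inhibition of all tested compounds plus 3 SD, cut at about 73% in these data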;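 note: 0% = DMSO wells and 100% = reporter-only cells lacking LRH-1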
Target sequence (O00482 whole entry, looked up): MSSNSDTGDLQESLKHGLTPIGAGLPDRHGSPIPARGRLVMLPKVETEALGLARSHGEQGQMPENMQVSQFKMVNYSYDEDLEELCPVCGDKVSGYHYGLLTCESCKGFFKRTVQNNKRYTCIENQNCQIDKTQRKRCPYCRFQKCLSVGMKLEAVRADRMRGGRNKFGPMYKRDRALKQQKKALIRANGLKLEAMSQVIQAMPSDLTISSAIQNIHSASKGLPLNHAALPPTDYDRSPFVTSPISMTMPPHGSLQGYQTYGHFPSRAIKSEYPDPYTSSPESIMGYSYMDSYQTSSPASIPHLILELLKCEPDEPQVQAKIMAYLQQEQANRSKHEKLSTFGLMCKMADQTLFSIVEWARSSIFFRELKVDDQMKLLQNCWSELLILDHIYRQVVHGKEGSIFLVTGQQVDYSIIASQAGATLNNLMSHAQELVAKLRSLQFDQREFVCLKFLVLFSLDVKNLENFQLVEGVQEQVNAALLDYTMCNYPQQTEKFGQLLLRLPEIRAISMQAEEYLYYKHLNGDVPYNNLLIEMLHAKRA
EBV LMP1 NFkB = Epstein-Barr LMP1 NF-kappaB reporter inhibition. LMP1-induced NF-kappaB luciferase reporter cells, luminescence. inhibition, % at 12.5 µM. 350,000 compounds, 0.69% hits; in the data active = inhibition above about 41%;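 note: 0% = neutral control wells and 100% = reference inhibitor control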
TLR9-MyD88 block = inhibitors of human TLR9-MyD88 binding; Q9NR96+Q99836; CHO BLA complementation TLR9-MyD88, CCF4 FRET ratio; inhibition, % at 4.98 µM; 340,000 compounds, 0.21% hits; AID 504734;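 active = inhibition above the mean over all tested compounds plus 3 SD, cut at about 21% in these data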;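 note: 0% = DMSO only wells and 100% = clavulanate BLA inhibitor control wells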
Active calls of the source: *; . = not tested or not shown. An excerpt (hit frequency here may not be typical).

canonical_smiles,NR2F2 inh,NCOA2 inhibitor,SRC1 inh,C8 TRAIL sens,TWEAK-Fn14 inh,SRC3 inh,TROY NFkB inh,NOD2-RIPK2 inh,NR5A2 inv ag,EBV LMP1 NFkB,TLR9-MyD88 block
C=CCN(C(C(=O)OC)C(C)C)S(=O)(=O)CCNCc1ccccc1 (stereo not drawn),23,-3,-26,-7,-4,4,-10,-3,19,6,5
CN(C)CCN(C(=O)C1=COCCO1)c1nc2ccc(Cl)cc2s1,-20,-37,-21,-1,-3,-32,-14,2,-17,-6,9
COc1ccc(NC(=O)N(C)C[C@H]2Oc3ccc(NC(=O)Nc4ccc(C(F)(F)F)cc4)cc3C(=O)N([C@H](C)CO)C[C@@H]2C)cc1,-7,-2,-9,9,22,-1,-7,4,-29,0,-1
COc1ccccc1-c1ccc(SCC(=O)NC2CCCC2)nn1,-7,-8,-32,4,4,24,0,-8,7,-5,-6
CCc1nc2c(OCC(=O)C(C)(C)C)cccn2c1N(C=O)Cc1ccccc1,-6,11,5,-16,10,5,12,-10,-2,.,.
CC(C)C(NC(=O)c1ccc(F)cc1)C(=O)N1CCN(C(=O)c2ccco2)CC1 (stereo not drawn),-16,11,-7,16,-3,-3,2,-1,-25,1,4
CCOc1ccccc1Nc1nc2ccccc2n2cnnc12,-9,-24,-4,-12,-12,-1,-19,-13,13,2,7
CC(=O)Nc1cccc(-c2nc3ccc(NC(C)=O)cc3s2)c1,-45,-59,-82,48,-21,-96,-34,1,-112,5,-3
CCCN(CCC)S(=O)(=O)c1ccc(Cl)c(OC)c1,-28,-11,2,0,-18,1,-4,6,-10,7,-12
COc1cccc2sc(N)nc12,-9,16,11,-3,-9,-2,0,-8,2,-2,-9
C=CCSc1nnc(-c2ccccc2N=Cc2c(C)[nH]n(-c3ccccc3)c2=O)c(=O)[nH]1,-20,-48,-38,3,-27,-27,-16,-12,-21,-1,-10
CC(C)(C)OC(=O)C[C@H]1C/C=C\C[C@H](CC(=O)NCCO)C(=O)N2CCC[C@@H]2COC1=O,7,-14,2,-12,-1,1,-2,-7,21,-8,-14
O=C(COc1ccc2cc(Br)ccc2c1)N1CCOCC1,-38,-37,-56,-2,-22,-13,-30,-6,-51,-2,2
O=C(Nc1cc2c(oc1=O)CCCC2=O)c1ccc(Cl)cc1,-18,-5,-10,-1,-12,-27,-16,2,-22,-2,5
COc1ccc(CCNC(=S)Nc2ccccc2)cc1,-12,3,-3,10,-1,7,-8,-11,0,1,-5
Oc1ccc(O)c(Cc2nc3ccccc3s2)c1,2,13,-9,-2,35,9,63*,-1,6,-18,0
CCCCOc1ccc(C(=O)NCC(=O)NCc2ccccn2)cc1,26,-10,5,10,-22,14,-13,-3,23,-4,-5
CC1=CSC2=NC(=O)/C(=C\c3cccn3-c3ccc([N+](=O)[O-])cc3)C(=N)N12,3,-10,1,3,-28,6,0,-11,15,2,8
CCc1ccc(Nc2cc(=O)n(C3CCCCC3)c(=O)[nH]2)cc1,-18,-33,-33,31,-17,-24,-9,2,-43,-14,-2
CCC1(CC)NC(=O)N(CC(=O)OCn2nnc3ccccc3c2=O)C1=O,3,-26,17,5,-6,-4,-8,-10,11,-7,11
CCOc1ccc(Oc2c(/C=N/NC(=O)COc3ccccc3OC)c(C)nn2-c2ccccc2)cc1,-16,-9,-7,26,39,11,23,-5,-12,30,-3
CCc1nnc(NC(=O)c2ccc(S(=O)(=O)N(CC)Cc3ccccc3)cc2)o1,1,5,-7,5,-12,-10,23,-5,4,8,-9
NC(=O)c1ccc(NC(=O)c2ccc(COc3ccc(F)cc3)o2)cc1,-8,11,4,-1,1,1,-15,-1,8,4,-4
O=C(OCC(=O)N1CCN(c2ccc(F)cc2)CC1)c1cnc2ccccc2n1,-2,-17,-7,-1,-3,-17,-18,1,-8,1,3
O=C(CC1SC(N2CCOCC2)=NC1=O)Nc1cc([N+](=O)[O-])ccc1Cl (stereo not drawn),-1,15,-7,1,-9,19,-5,-3,6,2,-4
CN1C2CCC1CC(NS(=O)(=O)c1cc(Cl)c(Cl)cc1Cl)C2 (stereo not drawn),-13,-16,-6,-9,-19,28,-5,1,-4,-2,-9
C=C(C)c1cccc(C(C)(C)NC(=O)N2CCN(C(=O)OCC)CC2)c1,0,-25,2,-19,-5,-52,-9,-8,-1,-2,-4
CCOc1ccc(OCCOCCn2ccnc2)cc1,-21,8,-2,-1,-10,23,24,-1,4,5,2
CCCCC(=O)NC(=S)Nc1cccc(NC(=O)CC)c1,19,0,-6,3,-13,8,-19,1,-5,7,0
Cc1ccc(/C=C2/C(=O)ON=C2c2ccccc2)o1,-2,-28,-10,-7,15,4,-8,-4,-18,-14,-3

3 compounds already listed, sorted by the value under NR2F2 inh, largest number first.
| SMILES | NR2F2 inh | NCOA2 inhibitor | SRC1 inh | TWEAK-Fn14 inh | SRC3 inh | NOD2-RIPK2 inh | NR5A2 inv ag | EBV LMP1 NFkB | TLR9-MyD88 block |
| --- | --- | --- | --- | --- | --- | --- | --- | --- | --- |
| Oc1ccc(O)c(Cc2nc3ccccc3s2)c1 | 2 | 13 | -9 | 35 | 9 | -1 | 6 | -18 | 0 |
| Cc1ccc(/C=C2/C(=O)ON=C2c2ccccc2)o1 | -2 | -28 | -10 | 15 | 4 | -4 | -18 | -14 | -3 |
| CN1C2CCC1CC(NS(=O)(=O)c1cc(Cl)c(Cl)cc1Cl)C2 (stereo not drawn) | -13 | -16 | -6 | -19 | 28 | 1 | -4 | -2 | -9 |

In the list so far, these have a tert-butyl group:
canonical_smiles,NR2F2 inh,NCOA2 inhibitor,SRC1 inh,C8 TRAIL sens,TWEAK-Fn14 inh,SRC3 inh,TROY NFkB inh,NOD2-RIPK2 inh,NR5A2 inv ag,EBV LMP1 NFkB,TLR9-MyD88 block
CCc1nc2c(OCC(=O)C(C)(C)C)cccn2c1N(C=O)Cc1ccccc1,-6,11,5,-16,10,5,12,-10,-2,.,.
CC(C)(C)OC(=O)C[C@H]1C/C=C\C[C@H](CC(=O)NCCO)C(=O)N2CCC[C@@H]2COC1=O,7,-14,2,-12,-1,1,-2,-7,21,-8,-14

Carrying on.
Molecule | NR2F2 inh | NCOA2 inhibitor | SRC1 inh | C8 TRAIL sens | TWEAK-Fn14 inh | SRC3 inh | TROY NFkB inh | NOD2-RIPK2 inh | NR5A2 inv ag | EBV LMP1 NFkB | TLR9-MyD88 block
COc1ccccc1OCCCCNC(C)(C)C | -10 | -20 | 12 | 6 | 2 | 3 | -18 | -13 | 9 | 5 | -4
CC1CCN(CCc2nc3cc(NC(=O)Nc4ccccc4)ccc3n2C)CC1 | -44 | -31 | -56 | -1 | -1 | -37 | -13 | 0 | -54 | -8 | 4
Cc1ccc(C(=O)NNC2=Nc3cccc4cccc2c34)cc1 | 12 | -9 | -11 | 8 | -28 | -2 | -62 | -3 | 7 | 7 | -3
COc1ccc(NC(=O)CC2C(=O)N(CCc3ccccc3)C(=S)N2Cc2cccnc2)cc1 (stereo not drawn) | -22 | 11 | -4 | 25 | 7 | 26 | 19 | 4 | 4 | 3 | 6
CC(=O)C1=C(C)NC(SCc2cccc([N+](=O)[O-])c2)=C(C#N)C1c1ccco1 (stereo not drawn) | 12 | 15 | -6 | -10 | 0 | -3 | 9 | -3 | -11 | -1 | -1
CS(=O)(=O)N1CCN(C(=O)Cc2ccccc2)CC1 | 4 | 12 | -14 | -11 | -11 | 6 | 10 | -11 | -12 | -3 | -3
Cc1nnc(SCC(=O)Nc2cc(S(=O)(=O)N3CCOCC3)ccc2N2CCCC2)s1 | -38 | 2 | -8 | -11 | 1 | -5 | 2 | -7 | -30 | 5 | 5
CCC(CC)c1nnc(NC(=O)c2ccc(N3CCCCC3)c([N+](=O)[O-])c2)s1 | 11 | 0 | -12 | -10 | -21 | 2 | 9 | 4 | -15 | 2 | 5
Cc1ccc(Cl)cc1N1CCN(S(=O)(=O)c2c(C)nc3scc(C)n3c2=O)CC1 | 6 | 6 | 1 | 7 | 31 | 3 | 4 | -2 | 15 | -3 | -5
Cc1occc1C(=O)N1CCN(S(=O)(=O)c2ccc(F)cc2)CC1 | -2 | -6 | -5 | 6 | 4 | -5 | -27 | 2 | -21 | 4 | 4
CCCC(=O)OCCNc1cc(SCCC(=O)OC)c2nonc2c1[N+](=O)[O-] | 13 | -5 | 8 | -8 | 34 | 7 | 28 | -2 | 5 | 1 | 4
Cc1cc(=O)oc2cc(OCC(=O)Nc3ccccc3C(N)=O)c(Cl)cc12 | -11 | -4 | -3 | -3 | -44 | -30 | -17 | 0 | -7 | -2 | 4
COc1ccc(/C=C/C(=O)OCC(=O)NC2CCCC2)c(OC)c1 | 2 | 6 | 0 | -10 | 4 | -8 | -2 | -6 | -1 | -9 | -4
N#Cc1c(SCC(=O)Nc2ccc(C(F)(F)F)cc2)sc2c(O)cc(=O)[nH]c12 | 10 | -16 | -3 | 5 | 19 | -23 | 23 | -5 | 35 | 2 | 0
CCOc1cc(N2CCOCC2)c(OCC)cc1NC(=O)COc1cccc2cccnc12 | 23 | 15 | -9 | 54* | 33 | 8 | 24 | -11 | 24 | 3 | 3
COc1ccccc1NC(=O)C(C)OC(=O)CCCc1c[nH]c2ccccc12 (stereo not drawn) | 1 | -11 | -7 | -2 | -12 | 6 | 11 | -1 | -10 | -2 | 2
C=C(C)CC1(NC(C)c2ccccc2)CCCCC1 (stereo not drawn) | 41* | -8 | -12 | -6 | 0 | 9 | -10 | 1 | 3 | -1 | -1
CCOC(=O)c1sc(NC(=O)c2ccncc2)c(C#N)c1C | 4 | 0 | -9 | 25 | 21 | 2 | 21 | -10 | 10 | 8 | -6
O=C(/C=C/c1ccco1)NC(=S)N1CCCCC1 | -15 | -52 | -9 | 4 | -10 | 5 | 13 | 7 | -14 | -1 | -2
CN(Cc1cn(C)nc1-c1cccc(Cl)c1)Cc1nccn1C | 22 | -22 | -31 | -9 | -8 | 19 | 11 | -8 | -11 | -7 | 8
COc1ccccc1C(=O)N1CCN(C(=O)c2oc3ccc(C)cc3c2C)CC1 | 6 | -22 | 4 | 8 | -31 | 1 | -17 | -19 | -14 | 14 | -2
Cc1ccc(S(=O)(=O)Nc2ccccc2OC(C(=O)OC(C)(C)C)C(=O)OC(C)(C)C)cc1 | 8 | 8 | . | 11 | . | . | . | -7 | -3 | . | .
CCN(CC)C(=O)c1c(C)[nH]c(=S)c(C#N)c1-c1ccco1 | -2 | -28 | -15 | -14 | 7 | 6 | -1 | 8 | -14 | 5 | -19
CC1CCCC(NC(=O)CN2CCN(S(=O)(=O)c3ccc(Br)s3)CC2)C1C (stereo not drawn) | 8 | -8 | -2 | 12 | 12 | 14 | 2 | 8 | 6 | -6 | -1
CCOc1ccccc1C(=O)N(C)Cc1cc2cc(OC)ccc2[nH]c1=O | 0 | -18 | 0 | 8 | 10 | 13 | . | -12 | 8 | 3 | 6
CCOC(=O)N1CCN(S(=O)(=O)N2CCCC(C(=O)NCc3cc(Br)ccc3OC)C2)CC1 (stereo not drawn) | 24 | 8 | 4 | -13 | 14 | -10 | -5 | -1 | -3 | -2 | 8
